AHR act: AHR activators, primary screen, cell-based, luminescence, luciferase reporter, human; AHR-responsive luciferase reporter cells; activation, % at 5 µM; Aryl hydrocarbon receptor (Homo sapiens), P35869; 2.5% of 320,000 active; in the data active means activation above about 47%;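 further: 0% = vehicle wells and 100% = reference agonist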
Target sequence (P35869 whole entry, looked up): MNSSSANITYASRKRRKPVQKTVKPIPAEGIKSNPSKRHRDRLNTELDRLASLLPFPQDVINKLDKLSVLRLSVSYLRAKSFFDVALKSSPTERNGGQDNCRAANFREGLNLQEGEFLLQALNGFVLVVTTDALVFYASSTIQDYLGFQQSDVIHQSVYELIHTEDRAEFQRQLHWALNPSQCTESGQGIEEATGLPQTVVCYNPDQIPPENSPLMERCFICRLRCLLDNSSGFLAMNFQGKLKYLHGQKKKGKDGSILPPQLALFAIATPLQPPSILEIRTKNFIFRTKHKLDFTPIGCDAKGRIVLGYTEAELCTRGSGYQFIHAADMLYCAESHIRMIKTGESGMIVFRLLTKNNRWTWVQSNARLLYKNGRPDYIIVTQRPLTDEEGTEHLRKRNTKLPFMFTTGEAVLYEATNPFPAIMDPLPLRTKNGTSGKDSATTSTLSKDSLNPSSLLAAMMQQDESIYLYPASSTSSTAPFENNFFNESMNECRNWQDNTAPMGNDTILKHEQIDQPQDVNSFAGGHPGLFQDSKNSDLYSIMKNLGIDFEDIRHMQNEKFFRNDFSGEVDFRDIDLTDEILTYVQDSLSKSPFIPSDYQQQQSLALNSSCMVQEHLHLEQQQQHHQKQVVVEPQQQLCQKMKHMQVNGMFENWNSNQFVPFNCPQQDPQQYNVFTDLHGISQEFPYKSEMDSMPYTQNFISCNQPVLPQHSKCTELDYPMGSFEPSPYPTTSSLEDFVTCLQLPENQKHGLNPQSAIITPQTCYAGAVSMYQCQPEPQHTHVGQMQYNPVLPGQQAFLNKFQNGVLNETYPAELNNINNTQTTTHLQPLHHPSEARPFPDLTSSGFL
PME-1 primary: PME-1 inhibitors via competitive probe labeling, primary screen, biochemical, fluorescence polarization, FP-Rh probe, HTS. Protein phosphatase methylesterase 1 (Homo sapiens), Q9Y570. 0.53% of 320,000 active. inhibition, % at 5.9 µM. recombinant PME-1. AID 2130, 2009;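 active means inhibition above the campaign mean of all compounds plus 3 SD, cut at about 26% in these data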;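 further: competitive labeling of PME-1 active site by serine hydrolase directed probe; 0% = PME-1 with DMSO and 100% = wells lacking PME-1 enzyme; inhibitors block probe labeling so polarization falls and inhibition rises; many of its hits are not listed in these tables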
PAFAH1B2 FP inh: PAFAH1B2 enzyme inhibitors, primary screen, biochemical, fluorescence polarization, human; 1.2% of 340,000 active; inhibition, % at 3.39 µM; recombinant PAFAH1B2, FP-rhodamine activity probe; Platelet-activating factor acetylhydrolase IB subunit alpha2 (Homo sapiens), P68402;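 active means inhibition above the mean of all tested compounds plus 3 SD, cut at about 24% in these data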;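 further: 0% = enzyme with DMSO and 100% = wells lacking PAFAH1B2; many of its hits are not listed in these tables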
GLD-1 RNA inh: GLD-1/TGE RNA complex disruptors, primary screen, biochemical, fluorescence polarization; inhibition, % at 5.96 µM; AID 2280, 2010; 0.44% of 320,000 active; Female germline-specific tumor suppressor gld-1 (Caenorhabditis elegans), Q17339; purified GLD-1 + fluorescein TGE RNA;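 active means percent inhibition above a per-plate cutoff, the plate mean of test compounds plus 3 SD, cut at about 30% in these data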;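 further: 0% = DMSO wells with GLD-1 and probe and 100% = wells lacking GLD-1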
BCLXL inh: inhibitors of human Bcl-xL, primary screen, biochemical, fluorescence polarization, HTS. Bcl-2-like protein 1 (Homo sapiens), Q07817. GST-Bcl-xL / FITC-Bim BH3 peptide fluorescence polarization. inhibition, % at 10.9 µM. 0.7% of 320,000 active. AID 2129, 2009;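 active means inhibition above the mean of all tested compounds plus 3 SD, cutoff set per campaign, cut at about 30% in these data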;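 further: 0% = DMSO wells and 100% = unlabeled Bim-BH3 peptide competitor; inhibitors lower millipolarization by displacing the labeled peptide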
Target sequence (Q07817 whole entry, looked up): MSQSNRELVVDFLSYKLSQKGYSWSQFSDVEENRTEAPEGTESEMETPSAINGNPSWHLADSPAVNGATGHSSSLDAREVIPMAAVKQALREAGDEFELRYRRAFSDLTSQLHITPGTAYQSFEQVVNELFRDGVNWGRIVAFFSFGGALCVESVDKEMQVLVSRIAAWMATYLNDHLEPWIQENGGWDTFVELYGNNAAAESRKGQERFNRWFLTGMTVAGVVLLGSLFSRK
Fam108B counter: mouse Fam108B serine hydrolase inhibitors, primary screen, counter-screen for RBBP9 inhibitor project, biochemical, fluorescence polarization; inhibition, % at 9.51 µM; recombinant Fam108B, FP-Rh probe fluorescence polarization; AID 1947, 2009; 0.33% of 300,000 active;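 active means inhibition above the screen mean inhibition plus 3 SD, computed separately per campaign, cut at about 18% in these data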;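 further: inhibitors lower polarization as less probe binds the enzyme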
MCL1 BIM primary: inhibitors of MCL1 binding to BIM-BH3, primary screen, biochemical, fluorescence polarization; inhibition, % at 10.9 µM; Induced myeloid leukemia cell differentiation protein Mcl-1 (Homo sapiens), Q07820; 0.68% of 320,000 active; GST-MCL1 / FITC-Bim-BH3 fluorescence polarization;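 active means inhibition above the mean inhibition of all tested compounds plus 3 SD, set per campaign, cut at about 40% in these data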;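 further: 0% = DMSO wells and 100% = unlabeled Bim-BH3 peptide control; higher means more loss of mP so more displacement of Bim peptide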
pPAFAH FP inh: pPAFAH enzyme inhibitors, primary screen, biochemical, fluorescence polarization, human; Platelet-activating factor acetylhydrolase (Homo sapiens), Q13093; recombinant pPAFAH, FP-rhodamine probe fluorescence polarization; inhibition, % at 3.39 µM; 1.5% of 330,000 active; AID 463082, 2010;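 active means inhibition above the mean inhibition across the screen plus 3 SD, cut at about 25% in these data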;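 further: inhibitors block binding of the rhodamine activity-based probe so polarization drops; 0% = enzyme with DMSO and 100% = wells lacking pPAFAH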
MEX-5 binding: MEX-5 zinc finger RNA-binding disruptors – biochemical, C. elegans, fluorescence polarization, MLPCN library, primary screen; Zinc finger protein mex-5 (Caenorhabditis elegans), Q9XUB2; MEX-5/FITC-TCR2 RNA binding; stronger effect = lower value; activity score (negative = inhibition of binding), % at 10 µM; 0.38% of 300,000 active; AID 1832, 2009;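 active means inhibition past about -25% in most replicates, and total fluorescence under double the plate's negative control median, limit read from the data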;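 further: 0% = DMSO and -100% = 5 µM competing unlabeled TCR2 RNA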
Starred values were filed as active, the others as inactive; & = joins results of further samples.

Screening O=C(CCN1C(=O)C2C3C=CC(C3)C2C1=O)NC1CCCCC1 (configuration not stated) returned AHR act 0, PME-1 primary -8, PAFAH1B2 FP inh 5, GLD-1 RNA inh 8, BCLXL inh 2, Fam108B counter 2, MCL1 BIM primary -2, pPAFAH FP inh 1 and MEX-5 binding 0.3.
Screening Cc1c(N=Cc2nc3ccccc3[nH]2)c(=O)n(-c2ccccc2)n1C returned AHR act 24, PME-1 primary -3, PAFAH1B2 FP inh -2, GLD-1 RNA inh -5, BCLXL inh -2, Fam108B counter -4, MCL1 BIM primary -3, pPAFAH FP inh 2 and MEX-5 binding -0.9.
`Cc1ncc(CN2CCC(C(=O)Nc3ccc(-n4cccn4)cc3)CC2)s1` gave AHR act 0, PME-1 primary 2, PAFAH1B2 FP inh 0, GLD-1 RNA inh 4, BCLXL inh 1, Fam108B counter -2, MCL1 BIM primary -2, pPAFAH FP inh 1 and MEX-5 binding -4.5.
For COc1ccc(OCc2cc(C(=O)N3CCOCC3)no2)c(Cl)c1 the results were AHR act 18, PME-1 primary -9, PAFAH1B2 FP inh 8, GLD-1 RNA inh 5, BCLXL inh 3, Fam108B counter 0, MCL1 BIM primary -3, pPAFAH FP inh -4 and MEX-5 binding -1.0.
COc1ccc(OC)c(CNC(=O)Cn2nc(C)c3c(C)n(-c4ccc(C)cc4)nc3c2=O)c1 was read as AHR act 5, PME-1 primary 5, PAFAH1B2 FP inh 4, GLD-1 RNA inh -3, BCLXL inh 4, Fam108B counter -2, MCL1 BIM primary -3, pPAFAH FP inh 0 and MEX-5 binding 1.0.
OCc1ccccc1CN1CCCCCC1 was read as AHR act -1, PME-1 primary -4, PAFAH1B2 FP inh -5, GLD-1 RNA inh 4, BCLXL inh 2, Fam108B counter -4, MCL1 BIM primary 1, pPAFAH FP inh 5 and MEX-5 binding -1.3.
`N/C(Cc1cccs1)=N\OC(=O)COc1ccc(Cl)cc1Cl` gave AHR act 10, PME-1 primary -1, PAFAH1B2 FP inh 15, GLD-1 RNA inh -4, BCLXL inh 1, Fam108B counter -5, MCL1 BIM primary 2, pPAFAH FP inh 8 and MEX-5 binding 4.3.
`COc1ccc2cc(C3=CCCCC3)ncc2c1` gave AHR act 10, PME-1 primary -3, PAFAH1B2 FP inh 8, GLD-1 RNA inh 4, BCLXL inh -1, MCL1 BIM primary -1 and pPAFAH FP inh -1.
Screening CC(C(=O)NC(C)(C)C)N(C(=O)CS(=O)CC(=O)Nc1ccc(F)cc1)c1ccccc1F (configuration not stated) returned AHR act -1, PME-1 primary -3, PAFAH1B2 FP inh 5, GLD-1 RNA inh 9, BCLXL inh 1, Fam108B counter 1, MCL1 BIM primary 0, pPAFAH FP inh 3 and MEX-5 binding -0.2.
For Clc1ccc(/C=N/N2CCCCC2)cc1 the results were AHR act -5, PME-1 primary -6, PAFAH1B2 FP inh -5, GLD-1 RNA inh 3, BCLXL inh 5, Fam108B counter -2, MCL1 BIM primary -4, pPAFAH FP inh 0 and MEX-5 binding -0.7.
Screening CC(C)OC(=O)C[N+](C)(C)CCN1C(=O)C2C(c3ccccc3)C=CC(c3ccccc3)C2C1=O (configuration not stated) returned AHR act -1, PME-1 primary 7, PAFAH1B2 FP inh 7, GLD-1 RNA inh 55*, BCLXL inh 0, Fam108B counter 2, MCL1 BIM primary 14, pPAFAH FP inh 5 and MEX-5 binding -3.0.
`COc1cc2sc(NC(=O)c3ccco3)nc2cc1Cl` gave AHR act 49*, PME-1 primary -1, PAFAH1B2 FP inh 0, GLD-1 RNA inh -2, BCLXL inh 4, Fam108B counter -9, MCL1 BIM primary 2, pPAFAH FP inh -2 and MEX-5 binding 1.4.
For CCc1cc(=O)[nH]c(SCc2cccc3ccccc23)n1 the results were AHR act 10, PME-1 primary 1, PAFAH1B2 FP inh 7, GLD-1 RNA inh 9, BCLXL inh 7, Fam108B counter 1, MCL1 BIM primary 1, pPAFAH FP inh 3 and MEX-5 binding -1.4.
Screening O=c1oc2ccccc2c(NCc2ccc(Cl)cc2)c1[N+](=O)[O-] returned AHR act 33, PME-1 primary -2, PAFAH1B2 FP inh 3, GLD-1 RNA inh -8, BCLXL inh 1, Fam108B counter -4, MCL1 BIM primary -4, pPAFAH FP inh 1 and MEX-5 binding -1.9.
O=c1c2cc(Cl)ccc2nc(-c2ccccc2Cl)n1O was read as AHR act 7, PME-1 primary -4, PAFAH1B2 FP inh -1, GLD-1 RNA inh -12, BCLXL inh -4, Fam108B counter 0, MCL1 BIM primary -9, pPAFAH FP inh 2 and MEX-5 binding 0.8.
Screening CC1(C(=O)N2CC3(CC(c4cccc(NC(=O)COc5ccc(Cl)cc5)c4)=NO3)C[C@@H]2C(N)=O)CC1 (some centres not stated) returned AHR act 1, PME-1 primary 3, PAFAH1B2 FP inh -1, GLD-1 RNA inh 0, BCLXL inh 4, Fam108B counter -3, MCL1 BIM primary 0, pPAFAH FP inh -1 and MEX-5 binding 0.8.
`CC(=O)Nc1nc(C)c(-c2csc(Nc3ccccn3)n2)s1` gave AHR act 116*, PME-1 primary 11&17, PAFAH1B2 FP inh 3&3, GLD-1 RNA inh 4&2, BCLXL inh 5&-1, Fam108B counter -3&-3, MCL1 BIM primary 3&-4, pPAFAH FP inh 20&19 and MEX-5 binding 1.2&1.2.
`CN(Cc1ncc[nH]1)C(=O)c1cc(COc2c(F)cccc2F)on1` gave AHR act 6, PME-1 primary -2, PAFAH1B2 FP inh 1, GLD-1 RNA inh 5, BCLXL inh -4, Fam108B counter 0, MCL1 BIM primary 4, pPAFAH FP inh 3 and MEX-5 binding -1.5.
For COc1ccc(NC(C)=O)cc1NC(C)C(=O)Nc1cccc(S(=O)(=O)N2CCOCC2)c1 (configuration not stated) the results were AHR act 1, PME-1 primary 1, PAFAH1B2 FP inh 3, GLD-1 RNA inh 1, BCLXL inh 3, MCL1 BIM primary -13 and pPAFAH FP inh -2.
N=c1c2ccccc2nnn1-c1ccc(C(F)(F)F)cc1 was read as AHR act 9, PME-1 primary -9, PAFAH1B2 FP inh 1, GLD-1 RNA inh 9, BCLXL inh 6, Fam108B counter -10, MCL1 BIM primary 3, pPAFAH FP inh 6 and MEX-5 binding 0.2.
For CC(=O)Nc1ccc(C(=O)Nc2ccc3c(c2)OCO3)cc1 the results were AHR act 11, PME-1 primary -1, PAFAH1B2 FP inh 6, GLD-1 RNA inh 1, BCLXL inh 2, Fam108B counter 0, MCL1 BIM primary -13, pPAFAH FP inh 4 and MEX-5 binding -2.2.
Nc1cc([N+](=O)[O-])cc2oc(-c3ccccc3)cc12 was read as AHR act 39, PME-1 primary 5, PAFAH1B2 FP inh -4, GLD-1 RNA inh -26, BCLXL inh 10, Fam108B counter 4, MCL1 BIM primary -6, pPAFAH FP inh 10 and MEX-5 binding 3.3.
COc1cc(NC(=O)CCS(=O)(=O)c2ccc3c(c2)oc(=O)n3C)cc(OC)c1OC was read as AHR act 1, PME-1 primary -3, PAFAH1B2 FP inh -1, GLD-1 RNA inh -6, BCLXL inh 5, Fam108B counter -4, MCL1 BIM primary 2, pPAFAH FP inh 5 and MEX-5 binding 0.8.
For Cc1oc2c(c1C(=O)NC(Cc1c[nH]c3ccccc13)C(=O)O)CCCC2 (configuration not stated) the results were AHR act 16, PME-1 primary -1, PAFAH1B2 FP inh 4, GLD-1 RNA inh -4, BCLXL inh 3, Fam108B counter 0, MCL1 BIM primary 1, pPAFAH FP inh 8 and MEX-5 binding 1.2.
CCOc1ccc(NC(=O)Cn2cc(C(=O)C3CC3)c3ccccc32)cc1 was read as AHR act -2, PME-1 primary 4, PAFAH1B2 FP inh 3, GLD-1 RNA inh 3, BCLXL inh 6, Fam108B counter 0, MCL1 BIM primary -1, pPAFAH FP inh 4 and MEX-5 binding -2.0.
CCN(CC)c1ccc(C(=S)NC2CCCCC2)cc1 was read as AHR act 16, PME-1 primary 1, PAFAH1B2 FP inh -5, GLD-1 RNA inh -3, BCLXL inh 6, Fam108B counter 4, MCL1 BIM primary 7, pPAFAH FP inh 5 and MEX-5 binding 0.1.
For c1ccc(COc2ccccc2CNCc2cccnc2)cc1 the results were AHR act 3, PME-1 primary 7, PAFAH1B2 FP inh 7, GLD-1 RNA inh 2, BCLXL inh 7, Fam108B counter 2, MCL1 BIM primary 0, pPAFAH FP inh 0 and MEX-5 binding 2.9.
For CC(=O)c1ccc(Oc2cc(C)nc(NCc3ccccc3)n2)cc1 the results were AHR act 12, PME-1 primary -2, PAFAH1B2 FP inh -1, GLD-1 RNA inh -10, BCLXL inh 4, Fam108B counter 2, MCL1 BIM primary -3, pPAFAH FP inh 10 and MEX-5 binding -0.6.
For COc1cc(NC(=O)C2CCCN(S(=O)(=O)c3ccc4[nH]c(=O)ccc4c3)C2)cc(OC)c1 (configuration not stated) the results were AHR act 8, PME-1 primary -20, PAFAH1B2 FP inh -8, GLD-1 RNA inh -10, BCLXL inh 1, Fam108B counter -11, MCL1 BIM primary 1, pPAFAH FP inh 4 and MEX-5 binding 0.4.
Screening CC(C)(C)OC(=O)CNC(=O)c1[nH]cnc1C(=O)N[C@@H](CCCCNC(=O)OC(C)(C)C)C(=O)OC(C)(C)C returned AHR act 6, PME-1 primary 2, PAFAH1B2 FP inh 6, GLD-1 RNA inh 2, BCLXL inh 0, Fam108B counter 3, MCL1 BIM primary 3, pPAFAH FP inh 5 and MEX-5 binding 2.4.
For O=C(CN1CCN(c2ncc(C(F)(F)F)cc2Cl)CC1)N1CCN(c2ncc(C(F)(F)F)cc2Cl)CC1 the results were AHR act 1, PME-1 primary -2, PAFAH1B2 FP inh 2, GLD-1 RNA inh 5, BCLXL inh 1, Fam108B counter 1, MCL1 BIM primary 3, pPAFAH FP inh 0 and MEX-5 binding 0.0.
`O=C(c1ccccc1)N1CCN(C(=O)c2ccncc2)CC1` gave AHR act 2, PME-1 primary -3, PAFAH1B2 FP inh -1, GLD-1 RNA inh -3, BCLXL inh 3, Fam108B counter 3, MCL1 BIM primary 0, pPAFAH FP inh 7 and MEX-5 binding 0.8.
`CC(=O)/C=N/Nc1ccccc1` gave AHR act -5, PME-1 primary -3, PAFAH1B2 FP inh 2, GLD-1 RNA inh -3, BCLXL inh 4, Fam108B counter -1, MCL1 BIM primary 1, pPAFAH FP inh 5 and MEX-5 binding 1.5.
For CN(C)c1ccnc(-n2cccc2/C=N/O)c1C#N the results were AHR act -1, PME-1 primary 1, GLD-1 RNA inh 3, BCLXL inh 2, Fam108B counter -6, MCL1 BIM primary 8, pPAFAH FP inh -4 and MEX-5 binding 1.2.

Assay outcomes deposited in PubChem BioAssay by several laboratories.

Not all compounds are listed. The share of hits here may be higher or lower than overall.
